MITF inh – MITF inhibitors, primary screen, biochemical, AlphaScreen, human | Microphthalmia-associated transcription factor (Homo sapiens), O75030 | AlphaScreen MITF homodimerization, bead proximity signal | inhibition, % at 2.6 µM | 650,000 compounds, 0.91% hits; in the data active means inhibition above about 50%;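 further: 0% = vehicle wells with protein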
Target sequence (O75030 whole entry, looked up): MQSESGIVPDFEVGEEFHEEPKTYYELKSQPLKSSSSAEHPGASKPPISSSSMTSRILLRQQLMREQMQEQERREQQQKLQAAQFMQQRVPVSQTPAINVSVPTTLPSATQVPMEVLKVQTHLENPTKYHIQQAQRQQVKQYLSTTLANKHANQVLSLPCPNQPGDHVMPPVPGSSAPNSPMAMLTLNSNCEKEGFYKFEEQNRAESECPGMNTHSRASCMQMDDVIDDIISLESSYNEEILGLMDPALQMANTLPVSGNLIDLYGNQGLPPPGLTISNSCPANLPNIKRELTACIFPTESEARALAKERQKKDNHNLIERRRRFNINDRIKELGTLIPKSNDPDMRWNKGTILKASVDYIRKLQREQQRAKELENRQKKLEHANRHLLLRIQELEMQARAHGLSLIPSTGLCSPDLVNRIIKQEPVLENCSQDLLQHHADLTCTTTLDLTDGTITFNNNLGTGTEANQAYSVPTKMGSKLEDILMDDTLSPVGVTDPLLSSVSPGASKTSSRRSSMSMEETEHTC
FBW7 act – FBW7 E3 ligase activators, primary screen, biochemical, AlphaScreen, human | F-box/WD repeat-containing protein 7 (Homo sapiens), Q969H0 | normalized activity (activation), % at 26.1 µM | AlphaScreen FBW7–phospho-cyclin E peptide binding, activator screen | AID 1259310, 2017 | 650,000 compounds, 0.13% hits; in the data active means normalized activity above about 1.9%;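 further: purified mutant Fbw7 with reduced substrate affinity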
GPR151 ag – activators of human GPR151, primary screen, cell-based, PathHunter beta-arrestin, luminescence. G-protein coupled receptor 151 (Homo sapiens), Q8TDV0. PathHunter beta-arrestin GPR151 cells. activation, % at 11.2 µM. 650,000 compounds, 1% hits; in the data active means activation above about 4.9%;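 further: 0% = median of compound wells and 100% = cells with positive control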
Target sequence (Q8TDV0 whole entry, looked up): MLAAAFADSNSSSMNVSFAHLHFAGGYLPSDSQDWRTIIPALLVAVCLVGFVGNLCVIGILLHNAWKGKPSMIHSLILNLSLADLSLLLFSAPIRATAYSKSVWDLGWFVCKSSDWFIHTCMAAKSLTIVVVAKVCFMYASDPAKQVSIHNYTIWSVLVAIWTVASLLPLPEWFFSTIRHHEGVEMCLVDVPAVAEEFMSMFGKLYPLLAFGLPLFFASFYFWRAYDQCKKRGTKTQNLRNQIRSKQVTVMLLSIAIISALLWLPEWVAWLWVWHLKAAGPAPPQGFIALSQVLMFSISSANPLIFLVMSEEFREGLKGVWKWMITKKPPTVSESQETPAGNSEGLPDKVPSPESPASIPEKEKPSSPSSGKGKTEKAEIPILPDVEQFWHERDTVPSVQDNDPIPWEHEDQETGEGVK
TEAD-YAP block – TEAD-YAP interaction inhibition, primary screen, TEAD-YAP interaction inhibitor project, luminescence, HEK-TIYL cells; inhibition, % at 9.12 µM; TEAD-Gal4/YAP UAS-luciferase luminescence; AID 1259422, 2018; 640,000 compounds, 1.4% hits; in the data active means inhibition above about 32%;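 further: 0% = median of test compound wells and 100% = reference inhibitor wells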
Active calls of the source: *; & = joins results of further samples.

SMILES	MITF inh	FBW7 act	GPR151 ag	TEAD-YAP block
O=C1c2ccccc2NC(c2ccccc2O)N1Cc1ccco1 (stereo not drawn)	17.3	0.1	2.6	6.8
Cc1ccc(C)c(N(CC(=O)NCc2ccco2)C(=O)CCC(=O)Nc2nccs2)c1	10.5	0.2	-0.6	-2.2
CC(=C=CC(C)(C)/C=N/NC(N)=O)CCC=C(C)C	11.2	0.0	-0.4	1.5
CCOC(=O)c1cnc2ccc(Cl)cc2c1Nc1ccc(OCC)cc1	-19.8	0.0	0.8	-6.8
CCOC(=O)C1=C(C)N=c2s/c(=C/c3cccc([N+](=O)[O-])c3)c(=O)n2C1c1ccccc1Cl (stereo not drawn)	-3.4	-0.2	0.1	7.6
COc1ccc(C(=O)COC(=O)c2cccc(N3C(=O)C4C5C=CC(C6CC56)C4C3=O)c2)cc1 (stereo not drawn)	-4.4	-0.2	0.5	7.5
CCOC(=O)COc1cc2c(C(=O)OCC)c(C)oc2cc1Br	-0.3	0.0	1.4	-2.7
Cc1ccc(N(CC(=O)Nc2c(C)cc(C)cc2C)S(C)(=O)=O)cc1	0.0	-0.3	0.2	-9.0
CC(C)n1cnc2c(NCc3cccc(C(F)(F)F)c3)nc(Nc3ccncc3)nc21	19.6	0.1	5.9*	2.5
CC1CCCCN1CCNC(=O)c1ccc2nc(N3CCCCC3)sc2c1 (stereo not drawn)	0.0	-0.1	0.4	-55.5
COCCOC(=O)C1=C(C)NC(C)=C(C(=O)OCCOC)C1c1cn(-c2ccccc2)nc1-c1ccc([N+](=O)[O-])cc1	-4.2	0.1	1.9	13.8
COC(=O)c1c(NC(=O)Cn2nc(C(F)(F)F)cc2C)sc2c1CCCC2	-1.9	-0.1	0.2	-0.5
COc1ccc(-c2[nH]nc3c2C(c2cc(OC)c(OC(=O)c4ccco4)c(OC)c2)C(C#N)=C(N)O3)cc1 (stereo not drawn)	8.8	-0.4	-2.1	2.1
Cc1ccc(CNC(=O)c2cc(=O)[nH]c3ccc(S(=O)(=O)N4CCOCC4)cc23)cc1	-11.0	0.1	0.9	-16.5
CCOc1ccc(-c2csc(NC(=O)CCn3c(=O)oc4ccccc43)n2)cc1	11.1	-0.1	0.9	-0.6
CCc1cccc(Nc2c(-c3ccccc3)c(=O)c2=O)c1	13.2	0.1	-0.3	-11.3
Cc1cccc(NC(=O)c2sc3ncn(CC(=O)N4CCOCC4)c(=O)c3c2C)c1	-0.5	-0.2	-0.4	4.6
COc1ccccc1-n1c(SC)nc2c(sc(=S)n2CCc2ccccc2)c1=O	-19.9	0.1	-1.4	-5.3
O=C(Cn1cc2c(n1)CCCCC2)NCCN1CCOCC1	10.7	0.5	-0.7	4.5
CCOC(=O)c1c(C)c(C(=O)NC2CCCC2)c(C)n1CC	4.3	-0.1	0.1	-3.9
Cn1cccc1CC(=O)N/N=C\c1ccc[nH]1	14.8	-0.6	0.6	5.3
COC(=O)C(CCSC)NC(=O)c1ccc(OC(F)(F)F)cc1 (stereo not drawn)	4.3	0.0	-0.2	-3.4
CC1CCN(S(=O)(=O)c2ccc(Cc3ccc(S(=O)(=O)N4CCC(C)CC4)cc3)cc2)CC1	2.8	0.1	2.2	1.7
CCc1cc(NC2CCC(O)CC2)n2nc3nc(C)cc(C)c3c2n1 (stereo not drawn)	-2.0	0.2	0.1	10.1
O=C(c1ccc(-n2nnc3ccccc3c2=O)cc1)N1CC=C(c2ccccc2)CC1	1.5	0.0	0.1	-2.7

Quoted at random: 4 compounds from above, in no set order.
SMILES	MITF inh	FBW7 act	GPR151 ag	TEAD-YAP block
Cc1ccc(C)c(N(CC(=O)NCc2ccco2)C(=O)CCC(=O)Nc2nccs2)c1	10.5	0.2	-0.6	-2.2
CCOC(=O)C1=C(C)N=c2s/c(=C/c3cccc([N+](=O)[O-])c3)c(=O)n2C1c1ccccc1Cl (stereo not drawn)	-3.4	-0.2	0.1	7.6
COCCOC(=O)C1=C(C)NC(C)=C(C(=O)OCCOC)C1c1cn(-c2ccccc2)nc1-c1ccc([N+](=O)[O-])cc1	-4.2	0.1	1.9	13.8
CCOC(=O)COc1cc2c(C(=O)OCC)c(C)oc2cc1Br	-0.3	0.0	1.4	-2.7

Going on with the list:
SMILES	MITF inh	FBW7 act	GPR151 ag	TEAD-YAP block
OCC1(CO)CSC(Nc2ccc(F)cc2)=N1	-1.0	-0.1	0.3	5.2
Cc1ccccc1COc1ccc(/C=N/N=C2\NC(=O)C(CC(=O)O)S2)cc1 (stereo not drawn)	3.6	-0.3	-0.9	1.2
CCOC(CNc1nc(C)nc2sc3c(c12)CCCC3)OCC	14.2	-0.1	0.0	-4.5
COc1ccc2nc(N3CCCCC3)c(/C=C3/C(=O)NC(=S)N3C(C)=O)cc2c1	-13.0	0.0	-0.1	0.7
CCOc1ccc2c(C)c(C)c(=O)oc2c1OCC	6.6	0.1	1.4	9.6
O=C(COC(=O)c1cnccn1)c1ccc(Cl)c(Cl)c1	11.5	0.1	-0.8	2.1
COCCNC(=O)Cc1ccc2c(c1)CC(c1nc3ccc(-c4ccnc(N)n4)cc3[nH]1)CO2 (stereo not drawn)	35.3	0.9	-1.3	-7.4
O=C1OC(c2ccc(Cl)c(Cl)c2)=N/C1=C\c1ccccc1Cl	5.2	0.1	0.0	-1.5
CC(=O)Nc1cccc(-c2cnc3c(N4CCN(C(=O)c5ccco5)CC4)nccn23)c1	-8.8	-0.1	-5.4	92.7*
COc1ccccc1Oc1ccc2c(c1)C(=O)N(c1cccc(-c3cnc4ccccc4n3)c1)C2=O	1.9	0.1	0.3	-7.2
CCOC(=O)c1nn(-c2ccc(Cl)cc2)c(=O)c2c(NC(=O)CC(C)C)scc12	-4.4	-0.1	-0.1	10.5
CCCCCCC1CCC(c2noc(-c3ccc([N+](=O)[O-])cc3)n2)CC1 (stereo not drawn)	-8.5	0.2	1.1	6.4
COC(=O)C(C)N1C(=O)S/C(=C/c2ccc(OCc3cccc([N+](=O)[O-])c3)cc2)C1=O (stereo not drawn)	-10.3	-0.2	-1.5	5.4
Cc1ccc2c(c1)=NC(=O)/C(=C/c1c(C)[nH]n(-c3ccccc3)c1=O)C=2	14.9	-0.8	-0.6	-3.5
COc1ccccc1C1(CNS(=O)(=O)c2cccs2)CCOCC1	0.6	0.2	-0.1	-0.1
CCCN1CCN(C(=O)CS(=O)(=O)Cc2nc(-c3cccc(OC)c3)oc2C)CC1	4.0	-0.1	1.9	-4.4
CC(=O)c1cccc(-c2nc(NCCOc3ccccc3)c3ncn(Cc4ccc(C(F)(F)F)cc4)c3n2)c1	10.6	0.7	0.5	3.6
O=C(Nc1c2c(nn1-c1ccc(F)cc1)CS(=O)(=O)C2)c1cc2ccccc2oc1=O	19.3	-0.1	-2.3	9.0
O=C(Cn1ncc2ccc(Cl)cc21)NCc1ccccc1Cl	-3.6	-0.1	-0.9	-25.2
C=CCc1cc(C=C(C#N)C#N)cc(OCC)c1O	13.8	0.0	0.0	11.9
COc1cccc(NC(=O)/C(C#N)=C2\SCC(=O)N2c2ccc(C)cc2)c1	5.1	0.0	0.7	0.9
COc1ccc(C(=O)NCCNc2nc3ccc(C)cc3cc2C#N)cc1	-0.1	0.4	3.3	-0.1
Oc1cc(NCc2cccnc2)ccc1-c1nc2ccccc2o1	-16.6	0.0	0.7	-76.7
O=C(NNS(=O)(=O)c1ccccc1)c1ccco1	-2.1	0.3	-0.4	-8.4
C=CCSc1nnc2n(-c3ccccc3)c(=O)c3c4c(sc3n12)CCCC4	-2.8	-0.1	-0.3	0.1

A different layout for part of the listing above:
> COc1ccccc1Oc1ccc2c(c1)C(=O)N(c1cccc(-c3cnc4ccccc4n3)c1)C2=O
  MITF inh = 1.9; FBW7 act = 0.1; GPR151 ag = 0.3; TEAD-YAP block = -7.2
> CCOC(=O)c1nn(-c2ccc(Cl)cc2)c(=O)c2c(NC(=O)CC(C)C)scc12
  MITF inh = -4.4; FBW7 act = -0.1; GPR151 ag = -0.1; TEAD-YAP block = 10.5

Further results.
SMILES	MITF inh	FBW7 act	GPR151 ag	TEAD-YAP block
Cc1ccccc1C(=O)Nc1ccccc1NC(=O)Nc1cccs1	9.5	-0.3	12.0*	-12.8
COc1ccc(/C=N/Nc2ccc([N+](=O)[O-])cc2)cc1O	-4.2	0.0	-0.3	-46.5
CCOC(=O)c1sc(NC(=O)CSc2nnc3c4ccccc4n(C)c3n2)nc1C	1.3	0.2	0.3	7.3
Cc1nc(-c2ccccc2)c(-c2ccccc2)s1	-5.8	-0.2	1.8	-2.8
CS(=O)(=O)N(CC(=O)N1CCCCC1)c1sc2c(c1C#N)CCCC2	3.3	-0.2	0.1	7.9
CC(C)CNC(=O)c1ccc(CS(=O)(=O)Cc2ccccc2F)o1	-0.4	0.7	-0.4	4.3
O=C(NNS(=O)(=O)c1ccccc1)c1ccccc1F	6.1	0.0	0.9	0.4
Cc1ccc2oc(C(=O)N3CCC(C(=O)c4cccnc4)CC3)cc(=O)c2c1	2.3	-0.1	-0.1	9.2
CN(C)S(=O)(=O)c1ccc(NC(=O)/C=C/c2ccco2)cc1	7.4	0.2	8.3*	-22.9
COc1ccc(Cc2cnc(NC(=O)c3cccc([N+](=O)[O-])c3)s2)cc1	-10.8	-0.1	0.7	4.0
COC(=O)/C(C#N)=C/c1c(Oc2ccc(C(C)(C)C)cc2)nc2ccccn2c1=O	10.5	0.6	-0.5	-0.6
CCCC1(C)N=C(c2ccc(CC)cc2)CC(c2cc(Br)ccc2O)N1 (stereo not drawn)	12.2	0.2	11.5*	-2.4
Cc1cc(C)c2sc(NC(=O)C3=COCCO3)nc2c1	14.4	0.0	-0.1	-65.5
CCOc1nc(NCCO)nc(Nc2ccccc2F)n1	-8.8	0.0	-0.8	-23.4
CCCNC(=O)NC(=O)COC(=O)c1cc(C(F)(F)F)cc(C(F)(F)F)c1	4.4	0.2	-0.7	2.3
CCc1ccccc1Nc1ncccc1C(=O)O	6.3	0.0	0.2	-10.6
COc1ccc(C(=O)N2CCc3cc(OC)c(OC)cc3C2COc2ccccc2OC)cc1OC (stereo not drawn)	-8.2	-0.2	2.4	-0.5
O=C(O)/C=C\C(=O)Nc1cccc2ccccc12	-8.6	0.0	-2.0	11.5
Cc1ccc(NC(=O)c2nn(-c3ccc(Cl)cc3)c(=O)c3ccccc23)cc1F	1.7	-0.1	-1.0	0.2
N#Cc1ccc(NC(=O)CSc2n[nH]c(-c3ccccc3Br)n2)cc1	5.1	0.0	-1.2	4.3
O=C(CSCC(=O)Nc1nc(-c2cccs2)cs1)Nc1nccs1	-2.0	-0.1	-0.3	5.5
Cc1ccc2c(c1)N(C(=O)N1CCC(C(=O)NCC(C)c3ccccc3)CC1)CC(C)O2 (stereo not drawn)	3.1	0.1	0.2	9.9
Cc1cc(N)ccc1NS(C)(=O)=O	-0.2	-0.3	2.0	-7.1
Cc1cc2ncn(CC(O)COc3cccc(C(=O)O)c3)c2cc1C (stereo not drawn)	7.8	0.2	0.0	5.5
CCCCCCSC1=C(C#N)C(c2ccc([N+](=O)[O-])cc2)CC(=O)N1 (stereo not drawn)	9.2	0.0	-0.2	-5.9
Other results:
SMILES	MITF inh	FBW7 act	GPR151 ag	TEAD-YAP block
COc1ccc(C(=O)Nc2cc3nn(-c4ccccc4)nc3cc2C)cc1[N+](=O)[O-]	0.6	-0.2	-1.2	-5.0
Nc1ncnc2c1ncn2CC(O)CO (stereo not drawn)	9.4	0.3	-1.5	7.0
COc1cc(C2C(C#N)=C(N)Oc3n[nH]c(-c4ccncc4)c32)cc(OC)c1OC (stereo not drawn)	1.3	-0.4	-0.5	5.4
CC(=O)Nc1ccccc1C(=O)C(=O)N1CCCCC1	10.4	0.8	0.3	-7.1
CC(C)(C)c1[nH]nc2c1C(c1cccc(O)c1)C(C#N)=C(N)O2 (stereo not drawn)	16.7	0.1	-0.3	1.8
COc1ccc(N2C(=O)/C(=C/c3ccc(OC)c(OC)c3)N=C2c2ccc(Cl)cc2)cc1	9.3	-0.1	-0.5	3.1
CN(C)CCNCCOc1ccc(Cc2ccccc2)cc1	-29.6	-0.2	-0.3	1.3
Cc1cccc(-n2c(Cn3ccc(C)n3)n[nH]c2=S)c1	20.3	0.1	1.3	7.5
N#Cc1c(-c2cccc(Cl)c2Cl)c(C#N)c2nc3ccccc3n2c1N	14.5	0.2	1.1	-4.5
COc1ccccc1NC(=O)c1nnn(Cc2ccccc2)c1NC(=O)CSc1nnnn1-c1ccc(Cl)cc1	18.7	0.7	-0.9	6.1
CCOC(=O)C1=C(C)N=c2s/c(=C\c3ccc(SC)cc3)c(=O)n2C1c1ccc(OC)cc1OC (stereo not drawn)	-9.4	0.1	0.4	3.3
Cc1ccccc1NS(=O)(=O)c1ccc2c(c1)CCN2C(=O)C1CC1	2.1	0.1	1.6	1.5
CCOC(=O)C1=C(C)NC(C)=C(C(=O)OC)C1c1ccco1 (stereo not drawn)	-18.4&8.3&-0.6	0.6&-0.5&-0.1	-2.1&-0.1&-0.7	-10.2&5.6&1.2
O=c1c2ccccc2nnn1CSc1nnc2ccccn12	21.2	0.4	-4.3	-67.1

Only TEAD-YAP block and FBW7 act (5 entries from above):
Molecule,TEAD-YAP block,FBW7 act
Cc1ccc(C)c(N(CC(=O)NCc2ccco2)C(=O)CCC(=O)Nc2nccs2)c1,-2.2,0.2
CC(C)CNC(=O)c1ccc(CS(=O)(=O)Cc2ccccc2F)o1,4.3,0.7
O=C(NNS(=O)(=O)c1ccccc1)c1ccccc1F,0.4,0.0
CCc1ccccc1Nc1ncccc1C(=O)O,-10.6,0.0
COc1ccc(C(=O)Nc2cc3nn(-c4ccccc4)nc3cc2C)cc1[N+](=O)[O-],-5.0,-0.2

Bioassay records: PubChem BioAssay, The Scripps Research Institute Molecular Screening Center

The order is random. About 3.5% of those tested had a hit in this group.
